High-throughput results deposited in PubChem BioAssay by NCI.
Growth percent in the NCI-60 one-dose screen (48 h, 10 µM unless noted): 100 = growth as untreated, 0 = no growth, -100 = all killed.
RXF 393 – RXF 393 renal cancer cells | hit rate 6.9% among 77,000
OVCAR-8 – OVCAR-8 ovarian cancer; hit rate 4.4% among 81,000
A498 – A498 renal cancer cells. hit rate 5.4% among 76,000. AID 1794774
CAKI-1 – CAKI-1 renal cancer; hit rate 4.7% among 75,000; AID 1794772
OVCAR-4 – OVCAR-4 ovarian cancer cells; hit rate 3.7% among 80,000; AID 1794784
OVCAR-3 – OVCAR-3 ovarian cancer; hit rate 7% among 79,000; AID 1794787
OVCAR-5 – OVCAR-5 ovarian cancer. hit rate 2.9% among 82,000. AID 1794783
ACHN – ACHN renal cancer. hit rate 4.9% among 81,000
* hit, by the source's call; . = not tested or not shown; & = joins results of further samples. The calls were made as follows: active = growth percent below 10; inactive = the rest.

SMILES | RXF 393 | OVCAR-8 | A498 | CAKI-1 | OVCAR-4 | OVCAR-3 | OVCAR-5 | ACHN
COc1cc(NC(=O)CSc2nc3ccc(C)cc3c(=O)n2-c2ccccc2)cc(OC)c1OC | 86 | 87 | 63 | 88 | 69 | 84 | 99 | 90
CCCN1CCN(c2ccc3nc(-c4ccc5nc(-c6ccc(OCC)cc6)[nH]c5c4)[nH]c3c2)CC1 | -31* | 0.8* | 66 | 49 | -35* | -84* | 62 | 35
CC(C)C(=O)OCCOc1ccc(C(C)(C)C)cc1 | 109 | 99 | 94 | 100 | 99 | 107 | 103 | 101
O=C(/C=C/c1ccc(C(F)(F)F)cc1)c1ccc(Nc2nc(NCCO)nc(Nc3ccc(Cl)cc3)n2)cc1 | 43 | 53 | 78 | 68 | 42 | 27 | 97 | 52
CSc1n(Cc2ccc3ccccc3c2)c(C)c[n+]1Cc1ccc2ccccc2c1 | -26* | -3.5* | -32* | -23* | -7.9* | -42* | 6.9* | 48
CCCCCCC(=O)/C=C/c1ccc(OC)c(OC)c1 | . | 102 | 123 | 100 | 102 | 118 | 110 | 101
O=C(O)CCCn1c(O)c(/C=C2/C=c3cc4c(cc3=NC2=O)OCCO4)sc1=S | 123 | 105 | 109 | 97 | 101 | 107 | 119 | 115
Nc1c(Cl)ncnc1NCCO | 173 | 109 | 90 | . | 99 | 184 | 102 | 114
CCOC(=O)C1=C(C)NC(=S)NC1c1cc(=O)oc2ccc(C)cc12 (stereo not drawn) | . | 96 | 112 | . | 105 | 99 | 108 | 115
COc1ccc(S(=O)(=O)N(Cc2ccc3c(n2)C=CC(C)(C)O3)C2CCC2)cc1OC | -20* | 2.7* | -25* | -28* | -14* | -27* | 27 | 13
COc1ccc(-c2nc(SCC(C)C)nc(N/N=C(/C)c3ccc(OC)c(OC)c3)c2C#N)cc1 | . | 93 | 68 | 86 | 86 | 80 | 82 | 90
C=CCn1c(SCC(=O)Nc2ccc(C(C)=O)cc2)nnc1-c1cc(-c2ccc(S(N)(=O)=O)cc2)nc2ccccc12 | 110 | 78 | 108 | 86 | 98 | 96 | 99 | 97
O=C1CCCc2c1ccc1ccccc21 | 106&99 | 107&101 | 76&101 | 118&95 | 107&109 | 105&105 | 91&95 | 104&100
CCOc1nnc2c3ccccc3n(C)c2n1 | 102 | 99 | 108 | 91 | 107 | 110 | 93 | 91
Cc1cc(O)c(C(C)C)cc1S(=O)(=O)O | 114&106&118 | 108&104&107 | 124&120&133 | 101&108&99 | 112&94&103 | 108&106&115 | 106&107&90 | 101&99&100
CC(=O)Nc1ccc2ncc(C#N)c(Nc3ccc(Cl)cc3)c2c1 | 105 | 101 | 70 | . | . | 111 | 106 | 96
CCOC(=O)C1=C(C)NC(=S)NC1c1ccc2c(c1)OCO2 (stereo not drawn) | 109 | 101 | 85 | 90 | 89 | 106 | 95 | 101
CCCCC(=O)c1ccc(OC)cc1 | . | 97 | 84 | 99 | 116 | 114 | 90 | 96
CCN(CC)CCCC(C)Nc1c2ccc(Cl)cc2nc2cc(OC)c(OC)cc12 (stereo not drawn) | -13* | 14 | 55 | 9.9* | -31* | 34 | 51 | -76*
CC1=C(C(=O)OC(C)C)C(c2cccc(O)c2)NC(=O)N1 (stereo not drawn) | 92 | 122 | 101 | 96 | 110 | 104 | 104 | 103
O=C(O)c1cc(O)cc(O)c1 | 106 | 102 | 119 | 113 | 107 | . | 100 | 108
Cc1nn(-c2ccccc2)c2c1C(c1cc3c(cc1Br)OCO3)C(C#N)=C(N)O2 (stereo not drawn) | 109 | 98 | 115 | 82 | 106 | 109 | 107 | 106
Cc1cc(O)c(C(C)C)cc1NC(=S)Nc1cc(C(C)C)c(O)cc1C | 103 | 81 | . | 95 | 92 | 100 | 119 | 98
COc1cc2nc(N3CCCC3)nc(Nc3ccccc3)c2cc1OC | -84* | -30* | 41 | -19* | 25 | -70* | -40* | -11*
Cc1ccc(NCCNCC(O)CO)c2c(=O)c3ccccc3sc12 (stereo not drawn) | 14 | 14 | 43 | 39 | 35 | 30 | 47 | -46*
Going on with the list:
SMILES | RXF 393 | OVCAR-8 | A498 | CAKI-1 | OVCAR-4 | OVCAR-3 | OVCAR-5 | ACHN
C=C(C)[C@@H]1CC[C@]2(C(=O)N3CCN(CC)CC3)CC[C@]3(C)[C@H](CC[C@@H]4[C@@]5(C)CC[C@H](O)C(C)(C)[C@@H]5CC[C@]43C)[C@@H]12 | 118 | 101 | 119 | 97 | 109 | 114 | 101 | 108
O=[N+]([O-])c1cc(C(F)(F)F)cc2c1SC1=Nc3ccccc3CN12 | 92 | 99 | 81 | 97 | 100 | 105 | 110 | 112
CCOP(=O)(OCC)[C@H](Nc1ccc(F)cc1)c1cccc(C)c1 | 104 | 108 | 102 | 87 | 103 | 111 | 98 | 104
COc1ccc2c(c1)[nH]c1c(/C=C/c3ccccc3)nccc12 | 69 | . | 71 | 58 | 21 | 73 | 74 | 61
C#CCOc1ccccc1C(Nc1cc(Cl)cc(Cl)c1)c1nnnn1C1CCCCC1 (stereo not drawn) | 90 | 95 | 101 | 47 | 89 | 99 | 89 | 92
COCOc1cc2oc(C(=O)N[C@@H](Cc3ccccc3)C(=O)C(=O)NCCc3ccc(OC)cc3)c(C)c(=O)c2cc1OCOC | 42 | 98 | 117 | 104 | 100 | 123 | 97 | 97
C#CCOc1cc(N(CC)CC)ccc1C(C(=O)NC(C)(C)C)N(C(=O)C1CCc2cc(F)ccc2O1)c1cc(C)cc(C)c1 (stereo not drawn) | 43 | 34 | 46 | 28 | 37 | 31 | 50 | 23
O=C(OCC(O)C(=O)NC12CC3CC(CC(C3)C1)C2)c1ccccc1C(=O)OCC(F)(F)F (stereo not drawn) | 99 | 98 | 98 | 96 | 102 | 98 | 95 | 100
Cc1nc(CF)cc(=O)[nH]1 | 102 | 95 | 83 | 95 | 104 | 111 | 103 | 108
Cc1cnc(N)nc1OCC(C)(C)CNC(=O)c1cccc(-c2ccc(S(=O)(=O)Nc3ccc4c(c3)N(C(=O)C3CC3)CCC4)cc2)c1 | 75 | 62 | 37 | 52 | . | 68 | 79 | 70
CCOc1ccc(NC(=O)N(c2ccnc3ccccc23)C(C)CCCN(CC)CC)cc1 (stereo not drawn) | 122 | 104 | 118 | . | 117 | 103 | 99 | 106
Cn1cc(-c2nc3c(F)cc4[nH]ncc4c3c3c2CCCC3)c(C(F)F)n1 | 55 | 73 | 33 | 37 | 100 | 84 | 71 | 44
N#CCN1C(=O)C2C3=C(CCCC3)SC2N=C1CN1CCCC1 (stereo not drawn) | 89 | 98 | 100 | 104 | 101 | 113 | 101 | 104
C[C@@]1([N+](=O)[O-])CC2CCC1C2 (stereo partly drawn) | 103 | 96 | 88 | 96 | 107 | 87 | 100 | 108
CCN(CC)Cc1cc(OC(=O)c2ccccc2)cc(C(=O)OC)c1 | 106 | 111 | 89 | 89 | 92 | 106 | 105 | 111
Cn1cc(-c2nc(-c3ccsc3)cs2)c2cc(Br)ccc21 | 103 | 101 | . | 94 | 89 | 104 | 100 | 96
CC(=O)Nc1nc(C)c(-c2n[nH]c(=S)n2C)s1 | 112 | 104 | . | 86 | 108 | 102 | 108 | 105
CCc1ccccc1-n1c(=O)c(C#N)c(-c2cc(OC)c(OC)c(OC)c2)c2c(N)[nH]nc21 | 111 | 103 | 120 | 98 | 93 | 99 | 99 | 103
CCN(CC)CCOc1ccc(C(=C(C)Cc2ccc(OC)cc2)c2ccc(OCCN(CC)CC)cc2)cc1 | 42 | 75 | 86 | 70 | 89 | 31 | 77 | 47
COc1ccc2cc(-c3cc4ccc(OC)cc4oc3=O)c(=O)oc2c1 | . | 102 | 110 | 102 | 113 | 115 | 107 | 106
COc1ccc(NC(=O)CSc2nc(C)c(C(C)=O)n2-c2ccc(OC)cc2)cc1 | 75 | 97 | 80 | 107 | 99 | 120 | 102 | 94
CSc1[nH]c(=O)ncc1F | 105 | 95 | 101 | 92 | 102 | 107 | 102 | 95
C=CCOP(=O)(OCC=C)C(=C)C | 106 | 99 | 114 | 79 | 120 | 108 | 104 | 101
CCOC(=O)c1ccc2c(c1)ncn2-c1ccc(NS(C)(=O)=O)cc1 | 117 | 106 | 102 | 100 | 102 | 111 | 106 | 109
O=C1C(Cl)C(c2ccc(Br)cc2)N1n1cnnc1 (stereo not drawn) | 110 | 96 | 105 | 88 | 101 | 102 | 89 | 95
(continued)
SMILES | RXF 393 | OVCAR-8 | A498 | CAKI-1 | OVCAR-4 | OVCAR-3 | OVCAR-5 | ACHN
CC(=O)OCC(C)CCC1OC2CC3C4CCC5CC(OC(C)=O)CCC5(C)C4CCC3(C)C2C1C (stereo not drawn) | 104 | 100 | 94 | 95 | 107 | 107 | 106 | 107
Cc1c(C(=O)NO)sc2ncnc(Nc3ccc(NC(=S)Nc4ccccc4)cc3)c12 | 104 | 103 | . | 97 | 105 | 111 | 103 | 105
Cc1ccc(F)c(C(=O)c2ccccc2C(=O)O)c1 | 112 | 103 | . | 95 | 104 | 110 | 98 | 101
COc1ccc(C2=NN(C(=O)c3ccc(S(C)(=O)=O)cc3)C(c3ccc(OC)cc3)C2)cc1 (stereo not drawn) | 109 | 92 | 105 | 86 | 98 | 101 | 108 | 102
N[C@@H](Cc1c[nH]c2ccccc12)C(=O)O | 109 | 108 | 125 | 99 | 109 | 123 | . | 99
Cc1cc(C)n(C(=O)COc2ccc3c(C)c(Cc4ccccc4)c(=O)oc3c2C)n1 | 108 | 98 | 105 | . | 110 | 110 | 110 | 112
CCN1CCN(C2=NC(=O)/C(=C/c3ccc(Br)cc3F)S2)CC1 | 86 | 85 | 79 | 65 | 89 | 93 | 95 | 94
COc1ccc(/C=N/NC(=O)c2cnn(CC(O)c3ccccc3)c2N)cc1Oc1ccccc1 (stereo not drawn) | 94 | 83 | . | 88 | 95 | 86 | 102 | 93
CCCCCCCCc1ccc(C(=O)Nc2ccc(C)cc2C(=O)O)cc1C | 109 | 93 | 99 | 78 | 102 | 108 | 115 | 84
O=c1nc(NCc2ccccc2Cl)sc2ccccc12 | 101 | 106 | 113 | 88 | 101 | 115 | 109 | 106
COc1ccc(C2C=C(c3ccc(Cl)cc3)N=C3SC=CN32)cc1OC (stereo not drawn) | 118 | 101 | 106 | 101 | 107 | 124 | 113 | 106
O=C(Cn1c[n+](CC(=O)c2ccc(F)cc2)c2ccccc21)Nc1cccc2cccnc12 | 97 | 101 | 99 | 96 | 86 | 81 | 94 | 105
Clc1ccc(-n2cnc3c(Nc4ccccn4)nc(Cl)nc32)c(Cl)c1 | 106 | 103 | 106 | 87 | 107 | 107 | 99 | 101
CN(C)c1nc(-c2ccco2)n2nc(-c3cccs3)cc2n1 | 97 | 96 | 93 | 77 | 91 | 90 | 94 | 92
COc1ccc(-c2nocc2-c2ccccc2)cc1 | 106 | 102 | 71 | 93 | 106 | 102 | 94 | 105
O=C(c1ccccc1)N1CCOC(O)(c2ccccc2)C1c1ccccc1 (stereo not drawn) | 113 | 98 | . | 99 | 106 | 112 | 104 | 102
C[N+]1(C)CCCC1c1ccccc1 (stereo not drawn) | 102 | 109 | 101 | 96 | 99 | 105 | 105 | 110
Cc1ccc(S(=O)(=O)NC(=S)Nc2ccccc2)cc1 | 101 | 100 | 53 | 97 | 95 | 115 | 98 | 101
COc1cc(-c2ccc3ncnc(N4CCc5ccc(Cl)cc54)c3c2)cnc1Cl | -4.2* | 37 | -4.5* | 13 | 33 | 29 | 35 | 14
CC(C)C(=O)Nc1cccc(-c2ccc(C#N)n2C)c1 | 104 | 107 | 96 | 91 | 105 | 108 | 99 | 102
Fc1ccccc1CSc1ncnc2c1ncn2C1CCCCO1 (stereo not drawn) | 100 | 117 | . | 98 | 94 | 113 | 97 | 105
CC1CCCCN1CCCOc1cc([N+](=O)[O-])ccc1C#N (stereo not drawn) | 111 | 97 | 104 | 101 | 99 | 103 | 106 | 100
CCOC(=O)C1=C(C)N=C2Sc3cc(OC(F)(F)F)ccc3N2[C@H]1c1ccccn1 | . | 38 | . | 28 | 28 | 52 | 65 | 33

12 compounds from above, ordered by length of the SMILES, rising:
SMILES | RXF 393 | OVCAR-8 | A498 | CAKI-1 | OVCAR-4 | OVCAR-3 | OVCAR-5 | ACHN
Cc1nc(CF)cc(=O)[nH]1 | 102 | 95 | 83 | 95 | 104 | 111 | 103 | 108
C[N+]1(C)CCCC1c1ccccc1 (stereo not drawn) | 102 | 109 | 101 | 96 | 99 | 105 | 105 | 110
CCOc1nnc2c3ccccc3n(C)c2n1 | 102 | 99 | 108 | 91 | 107 | 110 | 93 | 91
Cc1cc(O)c(C(C)C)cc1S(=O)(=O)O | 114&106&118 | 108&104&107 | 124&120&133 | 101&108&99 | 112&94&103 | 108&106&115 | 106&107&90 | 101&99&100
Fc1ccccc1CSc1ncnc2c1ncn2C1CCCCO1 (stereo not drawn) | 100 | 117 | . | 98 | 94 | 113 | 97 | 105
Cc1ccc(F)c(C(=O)c2ccccc2C(=O)O)c1 | 112 | 103 | . | 95 | 104 | 110 | 98 | 101
CCOC(=O)C1=C(C)NC(=S)NC1c1ccc2c(c1)OCO2 (stereo not drawn) | 109 | 101 | 85 | 90 | 89 | 106 | 95 | 101
CC1=C(C(=O)OC(C)C)C(c2cccc(O)c2)NC(=O)N1 (stereo not drawn) | 92 | 122 | 101 | 96 | 110 | 104 | 104 | 103
COc1ccc2c(c1)[nH]c1c(/C=C/c3ccccc3)nccc12 | 69 | . | 71 | 58 | 21 | 73 | 74 | 61
CCN1CCN(C2=NC(=O)/C(=C/c3ccc(Br)cc3F)S2)CC1 | 86 | 85 | 79 | 65 | 89 | 93 | 95 | 94
COc1ccc(C2C=C(c3ccc(Cl)cc3)N=C3SC=CN32)cc1OC (stereo not drawn) | 118 | 101 | 106 | 101 | 107 | 124 | 113 | 106
Cc1cnc(N)nc1OCC(C)(C)CNC(=O)c1cccc(-c2ccc(S(=O)(=O)Nc3ccc4c(c3)N(C(=O)C3CC3)CCC4)cc2)c1 | 75 | 62 | 37 | 52 | . | 68 | 79 | 70
